PDI inh: inhibitors of human PDI, primary screen, biochemical, turbidity, single point, plate reader | Protein disulfide-isomerase (Homo sapiens), P07237 | PDI insulin aggregation turbidity, A650, 90 min | inhibition, % at 10 µM | actives 0.052% (n = 350,000) | AID 588391, 2011;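 active means mean inhibition across replicates of 30% or more, whatever share of single replicates reach that level; inconclusive means mean inhibition below 30% while every single replicate reaches 30%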;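 further: absorbance from insulin aggregation driven by PDI reduction with DTT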
Target sequence (P07237 whole entry, looked up): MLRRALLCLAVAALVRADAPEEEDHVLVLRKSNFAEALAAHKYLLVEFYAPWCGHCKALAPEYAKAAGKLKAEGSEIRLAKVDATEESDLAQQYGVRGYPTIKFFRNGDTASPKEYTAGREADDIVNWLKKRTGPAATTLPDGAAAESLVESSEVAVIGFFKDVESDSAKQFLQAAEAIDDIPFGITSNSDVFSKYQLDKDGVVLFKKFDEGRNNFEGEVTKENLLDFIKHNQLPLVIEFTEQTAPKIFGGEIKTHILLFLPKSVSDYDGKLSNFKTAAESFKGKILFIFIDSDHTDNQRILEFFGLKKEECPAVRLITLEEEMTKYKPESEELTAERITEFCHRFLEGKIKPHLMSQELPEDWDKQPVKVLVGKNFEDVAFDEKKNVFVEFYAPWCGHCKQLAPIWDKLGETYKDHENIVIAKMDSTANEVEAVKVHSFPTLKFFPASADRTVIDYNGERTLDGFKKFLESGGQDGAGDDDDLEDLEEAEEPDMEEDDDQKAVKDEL
Vif imaging: HIV Vif self-association inhibitors, primary screen, imaging, HEK293T, single point; inhibition, % at 7.49 µM; actives 0.35% (n = 340,000); HEK293T cells, Vif self-association by quenched fluorescence, 24 h; in the data active means inhibition above about 50%, passing the limit was not always enough; inconclusive means no clear call, values can overlap the other calls; inactive means below about 31%; further: some results filed as inactive read as strong as hits
CaV13 ICDI inh: Primary screen for inhibitors of IQ motif and Ca2+-dependent inactivation inhibitor domain binding in CACNA1D, Förster resonance energy transfer in living cells, …. HEK cells, CFP/YFP FRET ICDI-IQ, plate reader, 10 min; percent FRET-ratio fall versus neutral wells. inhibition, % at 12.3 µM. actives 0.098% (n = 340,000). AID 743397;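 active means mean replicate inhibition of at least 30% and at least 1% of replicates passing that level; inconclusive means only one of the two criteria is met; inactive means neither criterion is met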;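 further: 0% = median of the neutral control wells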
NR2E3 ag-1: NR2E3 agonists in two-hybrid cells, primary screen, cell-based, luminescence, CHO-S, Gal4-NCOR/VP16-NR2E3. actives 0.35% (n = 360,000). Photoreceptor-specific nuclear receptor (Homo sapiens), Q9Y5X4. inhibition of corepressor binding, % at 3.98 µM. luciferase. AID 602229, 2012;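 active means inhibition above the mean of all tested compounds plus 3 SD, cut at about 70% in these data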;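 further: 0% = DMSO with NR2E3 transfected cells and 100% = cells lacking NR2E3 construct; higher means lower luciferase signal from less NR2E3 corepressor binding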
Target sequence (Q9Y5X4 whole entry, looked up, the tested form may be a part): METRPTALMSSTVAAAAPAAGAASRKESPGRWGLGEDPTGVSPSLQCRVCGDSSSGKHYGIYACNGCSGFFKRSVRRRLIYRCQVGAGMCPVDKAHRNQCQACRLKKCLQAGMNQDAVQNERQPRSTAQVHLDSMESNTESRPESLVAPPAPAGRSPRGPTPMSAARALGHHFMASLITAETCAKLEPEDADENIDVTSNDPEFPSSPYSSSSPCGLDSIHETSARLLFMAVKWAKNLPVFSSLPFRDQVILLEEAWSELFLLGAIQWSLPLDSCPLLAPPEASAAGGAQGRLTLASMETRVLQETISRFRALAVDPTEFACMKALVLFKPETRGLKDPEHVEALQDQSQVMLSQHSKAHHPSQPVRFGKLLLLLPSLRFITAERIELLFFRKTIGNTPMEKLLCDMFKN
HIF-2a inh: HIF-2a reporter inhibitors, primary screen, luminescence, 786-0 RCC cells; 786-0 RCC cells HIF-2a reporter, luciferase luminescence, overnight; inhibition, % at 18.8 µM; actives 0.72% (n = 360,000); AID 624352, 2012;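 active means inhibition of the luminescence signal of 40% or more relative to plate controls, in a single-dose primary screen at 18.75 µM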
Granule exo inh: LAMP-1 surface exposure blockers, TALL-104 cells – cell-based, flow cytometry, MLPCN library, primary screen. AID 651702, 2012. actives 0.66% (n = 360,000). TALL-104 LAMP-1 surface exposure; cells stimulated with thapsigargin and PMA. inhibition, % at 10 µM;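 active means inhibition above about 55%, limit read from the data; inconclusive means no clear call, values can overlap the other calls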
NR2E3 ag-2: inhibitors of NR2E3-RetCOR corepressor binding, primary screen, NR2E3 agonist project, biochemical, TR-FRET, GST-NR2E3, biotin-RetCOR | Photoreceptor-specific nuclear receptor (Homo sapiens), Q9Y5X4 | actives 0.12% (n = 320,000) | 1536-well | AID 2300, 2010 | inhibition of corepressor binding, % at 4.78 µM;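 active means percent inhibition above the cutoff of mean plus 3 SD of all tested compounds, set per screening campaign, cut at about 20% in these data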;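 further: 0% = DMSO wells and 100% = biotin wells as full block of FRET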
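Test system – NR2E3–RetCOR corepressor complex · Quantity – NR2E3 fusion 1.35 nM · Buffer or medium – Tris pH 7.5 · Incubation – Compound–protein incubation for 5 h at 4 °C · Technique – TR-FRET, Eu(K)-anti-GST donor, streptavidin-D2 acceptor, ex 340, em 617/671 nm · Evaluation – percent inhibition of 671/617 nm emission ratio versus biotin and DMSO controls · Plate – 1536-well format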
Peg3 prom inh: Peg3 promoter-driven luciferase inhibitors, primary screen, cell-based, HeLa, luciferase luminescence | AID 588405, 2011 | inhibition, % at 20 µM | HeLa PEG-Prom luciferase reporter, overnight | actives 1.7% (n = 360,000);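 active means inhibition of at least 50% at 20 µM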
aDG glyco act: activators of alpha-DG glycosylation, primary screen, uHTS, Pro5-aDG cells, AlphaScreen; alpha-DG glycosylation AlphaScreen (IIH6); 0% Pro5, 100% B10-LARGE cell signal; activation, % at 10 µM; actives 0.22% (n = 360,000); AID 624168, 2012;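 active means activation of at least 8% versus controls, or a plate z-score of at least 8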;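 further: Pro5 are CHO cells carrying HIG-tagged alpha-DG that lacks glycosylation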
MITF TRPM1 inh: inhibitors of MITF-dependent TRPM1 promoter reporter, primary screen, cell-based, SK-MEL-5, single point, luciferase. SK-MEL-5 TRPM1 promoter luciferase, 24 h. inhibition, % at 12.5 µM. actives 0.83% (n = 330,000);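 active means mean inhibition across replicates of 60% or more, whatever share of single replicates reaches that level; inconclusive means some that reach 60%, reason not given; inactive means mean inhibition across replicates below 60%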; further: values of inactives mirror those of a sister screen read the other way
iPSC survival up: enhancers of single-cell hiPSC survival, primary screen, ATPlite luminescence; 100% = ROCK inhibitor wells, 0% = DMSO; survival enhancement, % at 20 µM; actives 0.044% (n = 360,000); AID 602274, 2012; in the data active means survival enhancement above about 18%;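 further: cells exposed to compounds for 16 hours before the ATP read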
Starred values were filed as active, the others as inactive; ? = inconclusive; · = no result given; & = joins results of further samples.

#	mol	PDI inh	Vif imaging	CaV13 ICDI inh	NR2E3 ag-1	HIF-2a inh	Granule exo inh	NR2E3 ag-2	Peg3 prom inh	aDG glyco act	MITF TRPM1 inh	iPSC survival up
1	Cc1c(C(=O)N2CCC3(CC2)OCCO3)sc2ncnc(N(C)c3ccccc3)c12	-54	9	0	-13	12	-1	8	16	0.3	-6	-1.6
2	COc1cccc(C(c2nnnn2Cc2ccccc2)N2CCC(n3c(=O)[nH]c4ccccc43)CC2)c1OC (stereo not given)	·	·	-5	43	-7	2	·	73*	-0.7	·	0.9
3	Cc1ccc2c(c1)N(C(=O)CCC(=O)N1CCC3(CC1)OCCO3)CC(C)O2 (stereo not given)	-7	21	-3	-14	8	-2	-2	21	-0.2	11	-0.5
4	COC(=O)C1=C(c2ccc(S(C)(=O)=O)cc2)C[C@@H]2CC[C@H]1N2C(=O)N1CCC(C)CC1	0	5	-11	-6	-2	-4	2	16	0.0	1	0.7
5	CCC1(Cc2ccccc2)C(=O)NC(=S)N(C)C1=O (stereo not given)	-21	-1	-9	8	20	1	·	8	0.2	8	-2.1
6	CN(C)P1(=O)N(C)CCN1C	·	·	-11	14	5	-4	·	17	-0.5	·	-0.2
7	COc1ccc(OC)c(/C=N/OC(=O)Nc2ccc(Cl)cc2)c1	5	-4	-7	-30	-18	8	13	-15	0.0	3	1.7
8	CCCN(CCC)C(=O)Cc1c(-c2ccc(Cl)cc2)nc2c(Cl)cc(Cl)cn12	-8	-3	-5	-18	14	-2	2	13	0.0	8	2.4
9	C=CCN1C(=O)c2ccccc2Sc2ccc(C(=O)N3CCC4(CC3)OCCO4)cc21	-1	-27	-7	-3	10	-3	4	9	0.0	8	-2.8
10	CN1[C@@H]2CC[C@H]1CC(OC(=O)C1C=Nc3ccccc31)C2 (stereo not given in full)	2	-13	-5	-3	8	0	3	-31	0.1	-4	0.2
11	CC1=C(C(=O)O)N2C(=O)[C@@H](NC(=O)CCCC(=O)O)[C@H]2SC1	·	-4	·	-13	13	-2	-4	-5	-0.3	-8	2.1
12	Cn1cccc1CN1CCN(C(=O)COc2ccccc2)CC1	5	-12	·	-1	19	-2	3	-1	-0.1	-15	1.3
13	CCN(CC)P(=O)(NC(=O)C(Cl)(Cl)Cl)N(CC)CC.[Cl-].[Cl-].[Cl-].[Nd+3]	-2&22	5&-1	-3&-5	20&9	14&12	2&-3	1	12&7	0.2&0.0	7&-3	-0.7&3.5
14	COC(=O)C1=C(N)Oc2c(c(=O)oc3ccccc23)[C@]12C(=O)N(C)c1ccccc12	11	·	-1	1	15	-1	-1	13	0.4	16	6.8
15	CCOC(=O)C1C(=O)N(C)C2(C)CC1c1ccccc1O2 (stereo not given)	-3	10	·	-4	14	-2	3	7	-0.2	7	0.3
16	Cc1onc(-c2ccccc2)c1C(=O)N1CCC2(CC1)OCCO2	-8	4	·	-9	11	-9	4	2	-0.1	-1	1.6
17	O=C1NCN(c2ccccc2)C12CCN(C(c1cccs1)c1nnnn1Cc1ccccc1)CC2 (stereo not given)	·	6	-3	2	16	-1	·	50*	-0.2	·	1.1
18	O=c1oc2ccccc2c(O)c1[C@H]1c2ccc(O)cc2Oc2c1c(=O)oc1ccccc21	6	10	-6	27	34	5	8	11	0.0	-1	-0.5
19	CCCNC(=O)N1[C@H]2CC[C@@H]1C(C(=O)OC)=C(c1ccc(S(C)(=O)=O)cc1)C2	7	9	-6	-18	6	-1	1	-11	-0.3	0	-3.7
20	CC1CC(OC(=O)c2ccccc2)(c2ccccc2)C(C)CN1C (stereo not given)	4	-4	-4	4	15	22	0	2	-0.1	-7	-0.6
21	C/C(=C\c1ccc(N(C)C)cc1)[N+](=O)[O-]	-4	-5	-8	3	93*	1	1	101*	0.0	80*	0.9
22	COc1ccc(NC(=O)N2C[C@@H]3C[C@@H](C2)c2cccc(=O)n2C3)cc1	·	1	·	13	7	-1	0	2	0.4	1	1.0
23	O=C(O)CCCOc1ccc(Cl)cc1Cl	1	-9	-6	-36	13	-1	·	-11	-0.1	11	5.6
24	COc1ccc(OC)c(N2C(=O)NC(=O)C(CCc3ccncc3)(CCc3ccncc3)C2=O)c1	-4	·	-7	10	6	-3	4	9	-0.2	5	-0.6
25	CN(C)CCNC(=O)c1cccn(Cc2cc(C(F)(F)F)cc(C(F)(F)F)c2)c1=O	11	4	-7	32	15	0	3	3	0.4	9	-0.3
26	COc1cc2c(cc1OC)C(C(=O)NC(C)C)C1CCCCN1C2=O (stereo not given)	8	0	-6	-9	12	-4	2	8	-0.1	11	-0.1
27	N/C(=N/[N+](=O)[O-])N1CCN(C(=O)c2ccc(Cl)cc2)CC1	-5	-1	-6	-13	17	-1	-2	3	-0.2	5	-1.8
28	COc1ccccc1N1C(=O)CC(=O)NC1=O	-4	8	-14	7	8	1	1	1	-0.1	6	0.7
29	O=C(O)C1CC2(Cl)C(Cl)=C(Cl)C1(Cl)C2(Cl)Cl (stereo not given)	-3	4	-7	-3	6	5	·	1	-0.2	15	1.5
30	CC(C)CNc1c2c(nc3ccccc13)CCC2	0	-2	-20	3	11	9	3	18	0.7	-10	4.7
31	Nc1c(C(=O)NCC2CCCO2)c2nc3ccccc3nc2n1Cc1ccco1 (stereo not given)	2	-5	-4	-2	27	-4	4	29	1.4	13	-0.4
32	CCCCNC(=O)Nc1ccc(C(O)(C(=O)OC)C(F)(F)F)cc1 (stereo not given)	-8	2	-8	-15	-46	2	-2	-16	0.2	-5	-1.0
33	CC(=O)OC1(C)CC(C)C(=O)C(C(O)CC2CC(=O)NC(=O)C2)C1 (stereo not given)	·	-29	·	105*	77*	1	·	105*	3.5	84*	-3.6
34	Cc1ccnc(NS(=O)(=O)c2ccc(N=Cc3c(O)n(C)c(=O)n(C)c3=O)cc2)n1	1	5	-6	-19	6	-4	0	3	0.0	13	0.4
35	O=C(O)CCn1cc(C=C2C(=O)NC(=O)NC2=O)c(-c2ccc(Br)cc2)n1	-21	-5	-7	-5	8	-3	0	-2	-0.1	-12	-1.8
36	C[C@]12CCC3C(CC[C@H]4C[C@@H](O)CC[C@]34C)C1C[C@@H](O)[C@@H]2O (stereo not given in full)	-13	-4	-9	-12	2	-1	·	2	-0.3	-3	7.3
37	Cc1cc(OC(=O)c2cccs2)c2c3c(c(=O)oc2c1)CCCC3	-1	-5	-4	28	-41	5	4	-19	1.7	-3	1.2
38	O=P(O)(O)Cc1ccccc1OP(=O)(c1ccccc1)c1ccccc1	0	0	-6	26	-4	0	2	15	-0.3	-3	1.3
39	CN1Cc2c(c(C#N)c(N)n(C)c2=S)CC1(C)C	-6	3	·	-23	20	2	2	6	0.0	7	-0.5
40	CC(=O)[C@H]1CCC2C3CC[C@H]4C[C@@H](O)CC[C@]4(C)C3CC[C@@]21C (stereo not given in full)	0	27	-11	0	3	3	·	30	0.3	0	0.6
41	CCSc1cc(C2C(C#N)=C(N)Oc3n[nH]c(C)c32)c(C)o1 (stereo not given)	-4	-1	-3	-32	32	-1	0	21	-0.4	15	5.5
42	CN1C2C=C(N(C(=O)c3ccc(Cl)cc3)c3ccccc3)CC1CC2 (stereo not given)	0	4	-7	-34	4	-3	4	14	-0.1	-31	-3.3
43	COc1ccc(CN2CCCCC2c2cccnc2)cc1C (stereo not given)	2	9	-4	-29	1	5	-2	-60	0.0	5	-0.1
44	CCNc1nc(Cl)nc(NC(C)C)n1	-18	-3	-3	-7	9	0	1	9	0.1	8	-1.1
45	Cc1nnc2n1-c1ccc(Br)cc1C(c1ccccc1Cl)=NC2	3	-4	-9	2	-1	-2	-5	4	0.0	3	-1.0
46	BrCC(Br)C1CCC(Br)C(Br)C1 (stereo not given)	·	?	·	-7	15	6	3	2	1.3	-7	2.4
47	CCC(=O)N1CCN(CCN=Cc2c(O)n(C)c(=O)n(C)c2=O)CC1	-9	-2	-6	-14	7	7	2	16	-0.2	-7	-1.4
48	CCOP(=O)(OCC)C(NC(=O)c1ccccc1Cl)=C(Cl)Cl	-5	-1	·	-21	17	8	6	-7	0.4	2	3.8
49	CCCCCn1c(=O)c(C(=O)NCc2ccc(Cl)cc2)c(O)c2ccccc21	1	8	-3	-21	26	17	0	11	0.3	-1	-0.4
50	COC(=O)C1=C(c2ccc(OC)c(OC)c2)C[C@@H]2CC[C@H]1N2C(=O)NCC1CC1	-3	9	-12	-12	13	10	0	-9	0.2	-4	-2.1
51	Cc1ccc2c(C)c3ccc4ccccc4c3c[n+]2c1	2	-18	-14	-12	0	4	·	55*	0.1	68*	-1.8
52	Nc1ccc(C(=O)N/N=C2/CN3CCC2CC3)cc1	3	-2	-8	-30	-4	0	4	3	-0.1	0	-1.0
53	CCCNC(=O)N1[C@H]2CC[C@@H]1C(C(=O)OC)=C(c1c(C)noc1C)C2	-6	16	-8	0	0	-3	1	-8	0.1	-11	3.4
54	CCN(CC)CCN=Cc1c(O)n(Cc2ccccc2)c(=O)[nH]c1=O	-5&-6	2&19	-13&-1	-12&20	14&14	-9&-2	-2&1	-214&12	-0.1&-0.1	9&-2	-0.3&0.3
55	COc1ccc(C2SCC(=O)Nc3c2c(=O)[nH]n3C2CCCCCC2)cc1OC (stereo not given)	0	-2	-6	-37	19	-2	0	7	0.2	1	-2.8
56	CCOc1cccc(N2C(=O)CC(=O)NC2=O)c1	18	3	-5	-11	3	-2	1	2	-0.2	-9	1.9
57	O=C(Nc1ccc(Cl)cc1)Nc1nccs1	3	9	-4	-163	-182	0	-1	-186	0.0	3	-5.7
58	O=C1NC(=O)C(CCc2ccncc2)(CCc2ccncc2)C(=O)N1CCc1ccc(F)cc1	0	6	-4	-18	19	1	1	6	0.2	3	-0.5
59	O=C(N/N=C/c1c(O)n(Cc2ccccc2)c(=O)[nH]c1=O)c1ccccc1	-3	5	-3	-90	17	1	-1	12	-0.3	-6	-0.1
60	FC(F)(F)c1ccc(CN2CCNCC2)cc1	10	11	-22	-16	6	5	-1	8	0.1	-12	0.3

Screens from PubChem BioAssay.

These rows are one share of the data; count on the stated rates, not on these rows.
